Bioassay records as filed in PubChem BioAssay.
aSyn UTR inh: 5' untranslated region of α-synuclein, MLPCN primary screen; alpha-synuclein 5'UTR reporter, inhibitor activity; inhibition, % (tested at 7.5 µM); 300,000 tested, 0.82% active; in the data active = inhibition above about 60%;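 also: H4 neuroglioblastoma cells stably carrying SNCA 5'UTR luciferase fusion; 0% = DMSO wells and 100% = positive control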
GSK3beta inhib: human GSK3beta kinase inhibition; P49841; GST-GSK3beta kinase, ADP-Glo luminescence, 60 min; stronger effect = lower value; activity score (negative = inhibition), % at 10 µM; 300,000 tested, 0.038% active; AID 2097;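 active = more than half of replicate wells score below -50%, meaning over 50% inhibition versus plate controls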;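 also: 0% = median DMSO wells and -100% = median GW8510 positive control wells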
Target sequence (P49841 whole entry, looked up): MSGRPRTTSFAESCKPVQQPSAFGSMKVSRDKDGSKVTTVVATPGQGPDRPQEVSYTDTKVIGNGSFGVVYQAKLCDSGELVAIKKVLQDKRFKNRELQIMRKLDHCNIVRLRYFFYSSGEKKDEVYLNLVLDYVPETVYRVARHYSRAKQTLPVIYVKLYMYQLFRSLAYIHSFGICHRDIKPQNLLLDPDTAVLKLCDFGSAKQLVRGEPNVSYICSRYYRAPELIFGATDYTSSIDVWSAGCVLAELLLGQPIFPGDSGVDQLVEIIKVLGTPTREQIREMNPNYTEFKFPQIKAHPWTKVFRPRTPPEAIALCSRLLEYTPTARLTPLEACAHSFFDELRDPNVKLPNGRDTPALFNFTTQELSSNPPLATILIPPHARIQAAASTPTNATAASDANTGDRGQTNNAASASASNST
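Test system: GST-tagged human GSK3beta kinase, cell-free; evaluation: activity score scaled between in-plate DMSO and GW8510 controls; measured by: ADP-Glo luminescence; incubation: 60 min reaction, RT; benchmarks: DMSO and 20 µM GW8510; reagent: peptide substrate plus 25 µM ATP (final); medium: Tris/MgCl2 kinase buffer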
PolyA inhibitor: blocks polyadenylation in yeast reporter cells. 300,000 tested, 0.02% active. calls only at 12 µM. S. cerevisiae SKY197-pL101 polyadenylation reporter, beta-gal luminescence; efflux-impaired pdr1/pdr3 knockout yeast; score 100 = 6 SD above DMSO;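 active = lowest replicate activity score at least 50, where 100 means six control SD above control mean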;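 also: yeast exposed to compound for 9 h at 30 °C; higher score means more reporter readthrough which indicates perturbed polyadenylation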
HSF-1 act: increases HSF-1 driven luciferase reporter signal | NIH3T3-HGL HSF-1 luciferase reporter, MG132, 8 h; 100% = twice DMSO control signal | 300,000 tested, 1.7% active | AID 504408 | activation, % at 9 µM;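 active = mean replicate activation of at least 50% with a set share of replicates each reaching 50%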;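 also: 0% = median of the neutral control wells and 100% = twice that signal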
KLF5 inh: suppresses KLF5 promoter-driven expression; DLD-1 KLF5 promoter-luciferase reporter, luminescence; inhibition, % at 5 µM; 290,000 tested, 0.23% active; AID 1700;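 active = inhibition above a per-plate limit of that plate's mean compound inhibition plus 3 SD, cut at about 60% in these data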;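 also: 0% = DMSO wells and 100% = LY294002 at 200 µM; higher means less KLF5 promoter-driven luciferase light; inactives centre near -14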
HSF1 inhib: HSF1 inhibition | 300,000 tested, 0.77% active | NIH3T3-HGL HSE-luciferase, MG132-induced, luminescence 8 h; stronger effect = lower value | activity change, negative = inhibition, % at 7.5 µM (by protocol) | AID 2098;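 active = more than half of replicate wells show activity change below -50%, luminescence cut by over half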;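 also: luciferase reports HSF-1 transcriptional activity via heat shock element; 0% = median of DMSO wells and -100% = zero luminescence signal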
AI-2 QS mod: Vibrio harveyi AI-2 quorum sensing modulation. Vibrio harveyi JMH597 AI-2 luminescence/OD600 ratio, 9 h; stronger effect = lower value; strain lacks LuxN and CqsS sensors; 0 = neutral-control median. activity change, % at 7.5 µM. 300,000 tested, 0.4% active; in the data active = activity change below about -75%, passing the limit was not always enough;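 also: luminescence divided by OD600 gain over 9 h not by final OD600 alone; inactives centre near 13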
IEC-6 cytotox: counter-screen for KLF5 inhibitors: cytotoxicity in IEC-6 cells | 290,000 tested, 0.78% active | IEC-6 cytotoxicity, luminescence viability | AID 1825 | inhibition, % at 5 µM; in the data active = inhibition above about 22%;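 also: 0% = plate median of test compound wells and 100% = cytotoxic reference compound wells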
HSP90 refold inh: HSP90 refolding inhibition in rabbit reticulocyte lysate; luciferase refolding luminescence, 3 h; inhibition, % at 5.6 µM; 290,000 tested, 0.91% active;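 active = inhibition above the screen-wide mean plus 3 SD, computed separately per campaign, cut at about 16% in these data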;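 also: 0% = DMSO wells and 100% = 60 µM geldanamycin wells; inhibitors lower the luminescence because luciferase stays unfolded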
GSK3 alpha inh: blocks human GSK-3 alpha kinase. inhibition, % at 10 µM. ADP-Glo luminescence, 60 min. P49840. 320,000 tested, 0.1% active;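 in the data active = inhibition above about 50%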;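 also: GST-tagged GSK-3 alpha with peptide substrate and 25 µM ATP; 0% = DMSO neutral wells and 100% = GW8510 positive control wells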
Target sequence (P49840 whole entry, looked up): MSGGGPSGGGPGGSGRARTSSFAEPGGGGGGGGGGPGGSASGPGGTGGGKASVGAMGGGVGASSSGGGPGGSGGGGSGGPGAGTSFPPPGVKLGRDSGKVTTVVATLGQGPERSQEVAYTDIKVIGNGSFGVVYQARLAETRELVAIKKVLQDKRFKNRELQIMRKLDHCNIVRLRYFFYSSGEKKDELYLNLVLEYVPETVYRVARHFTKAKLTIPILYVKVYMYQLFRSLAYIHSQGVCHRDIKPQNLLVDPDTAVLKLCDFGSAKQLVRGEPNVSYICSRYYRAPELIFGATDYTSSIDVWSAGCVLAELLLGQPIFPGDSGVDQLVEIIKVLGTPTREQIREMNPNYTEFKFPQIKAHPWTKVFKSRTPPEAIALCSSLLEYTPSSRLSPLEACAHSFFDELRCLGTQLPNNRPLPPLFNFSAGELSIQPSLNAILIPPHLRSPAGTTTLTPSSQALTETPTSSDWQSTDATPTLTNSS
* hit, by the source's call; i = inactive; / = no result given.

SMILES	aSyn UTR inh	GSK3beta inhib	PolyA inhibitor	HSF-1 act	KLF5 inh	HSF1 inhib	AI-2 QS mod	IEC-6 cytotox	HSP90 refold inh	GSK3 alpha inh
CC1(C)c2[nH]c3ccccc3c2C[C@H]2C(=O)N(CCCCCO)CC(=O)N21	11	-1	i	-20	-1	-1	15	2	-2	-1
CN1CCN(C(=O)c2ccc(-c3cccs3)s2)CC1	-98	-10	i	37	-108	31	12	3	2	1
COn1c(-c2ccccc2)nc2ccc(Cl)cc21	-138	-3	i	66*	-78	32	-7	-4	-2	2
CC(C)C(NS(=O)(=O)c1cccc2nsnc12)C(=O)Nc1nc2ccc(Cl)cc2s1 (stereo unspecified)	2	-1	i	8	-1	8	27	-4	3	/
Cc1cccc(N(CC(=O)N/N=C/c2ccc(OCC(=O)NCc3ccco3)cc2)S(C)(=O)=O)c1C	-6	1	i	3	6	4	43	5	4	-2
Cc1ccnc(NC(=O)C2CCC(CNc3c(N4CCCC4)c(=O)c3=O)CC2)c1 (stereo unspecified)	-1	2	i	-4	-8	-6	26	0	-3	20
Cc1nc2cc(C(=O)O)ccc2n1C1CCCCC1	27	0	i	1	-2	3	12	12	-4	-1
O=C1CC(c2ccccc2)c2c(O)cc(O)cc2O1 (stereo unspecified)	4	-1	i	-7	-6	12	16	-3	-4	1
Cc1nn(C)c2ncc(C(N)=O)c(Oc3cccnc3)c12	6	2	i	0	-24	1	10	-8	2	0
Cc1ccc(C)c(Cn2c(=O)n(CCC(=O)NCc3ccco3)c(=O)c3ccccc32)c1	-7	7	i	4	-18	-7	26	4	8	-2
CC(C)CCN(C(=O)C1CSC2(C)CCC(=O)N12)c1c(N)n(Cc2ccccc2)c(=O)[nH]c1=O (stereo unspecified)	5	5	i	0	/	2	36	/	/	1
COc1ccc(OCCCC(=O)Nc2nc(C)c(C(C)=O)s2)cc1	-1	1	i	2	1	-1	3	1	2	-2
O=C(NCCSCc1ccco1)Nc1cccc(Cl)c1	-126	2	i	60*	-75	21	-3	6	4	-1
COc1ccc(-c2cc3cc(OC)c(OC)cc3cn2)cc1OC	-140	2	i	21	/	9	25	/	/	2
O=C(Cn1cc2c(n1)CCCCC2)NC1CCCCCC1	-61	0	i	8	-10	13	12	-6	-4	/
CCOC(=O)C1CCN(Cc2nc3ccccc3c(=O)n2-c2ccc(F)cc2)CC1	-3	0	i	23	16	2	11	11	5	1
CCC(Cc1ccccc1)NC(=O)C1CCCCC1 (stereo unspecified)	4	-3	i	-12	-9	-2	1	-5	-2	5
Cc1[nH]c2ccccc2c1-c1csc(N)n1	-15	1	i	-8	-50	-3	7	-6	1	0
Cc1ccc(C)c(S(=O)(=O)NC(C)C(=O)Nc2ccc(-c3nc4ccccc4s3)cc2)c1 (stereo unspecified)	-108	-2	i	0	-109	-5	5	3	3	-2
CCCN1C(=O)C2(SC(NC(C)=O)=NN2C(C)=O)c2cc(C)ccc21 (stereo unspecified)	7	0	i	-4	-49	-2	-4	2	4	-1
Cc1ccc2cc(C#N)c(N3CCCC3)nc2c1C	-18	1	i	8	-16	-6	28	1	-1	2
Cc1cc(C)cc(NS(=O)(=O)c2cc(Br)cnc2N)c1	3	0	i	10	-9	5	-8	-3	-3	-6
O=C(Oc1nsnc1N1CCOCC1)c1ccccc1	-8	1	i	-9	-13	4	4	2	3	-3
O=C(Nc1cccnc1)c1cc(-c2ccccc2)on1	-7	1	i	9	1	9	-2	0	5	0
Cn1c(=O)c(=O)n(C)c2cc(S(=O)(=O)N3CCCC3C(=O)Nc3ccc(F)cc3)ccc21 (stereo unspecified)	9	4	i	-6	8	-3	27	0	-6	4
The list goes on.
SMILES	aSyn UTR inh	GSK3beta inhib	PolyA inhibitor	HSF-1 act	KLF5 inh	HSF1 inhib	AI-2 QS mod	IEC-6 cytotox	HSP90 refold inh	GSK3 alpha inh
Cc1csc(=O)n1CCC(=O)OCC(=O)NCc1ccc(Cl)cc1Cl	-7	-1	i	-7	/	3	19	/	/	0
CCC(C)NC(=O)C1CCN(S(=O)(=O)c2ccc3[nH]c(=O)ccc3c2)CC1 (stereo unspecified)	1	0	i	-40	-3	-30	8	-3	-8	1
CCOc1ccc(-c2nc(N)ncc2-c2ccc(Cl)cc2)c(O)c1	24	1	i	11	19	1	37	-3	4	2
COc1cccc(/C=N/NC(=O)C(=O)NCc2cccnc2)c1O	-1	2	i	15	-1	8	16	13	2	0
O=C(NN1C(=O)c2ccccc2NC12CCCCC2)c1ccccc1	1	4	i	-2	-9	-1	31	2	2	-3
COc1ccc(C2=NN(C3=NN=C(N)Cc4ncnn43)C(O)(C(F)(F)F)C2)cc1 (stereo unspecified)	-23	-1	i	-7	-100	3	10	-2	2	0
O=C(Cc1ccccc1)NNC(=O)C1CCCC1	14	1	i	-8	10	-10	-2	-3	-1	0
O=C(CC(=O)N/N=C/c1cccs1)NCc1ccccc1	1	1	i	-6	-4	-3	22	-3	-4	4
O=c1c2c(-c3ccccc3)csc2ncn1/N=C/c1ccc(O)c([N+](=O)[O-])c1	16	1	i	-4	-18	-7	35	8	0	-4
Cc1ccc(CS(=O)Cc2ccc(C(=O)NCc3ccc4c(c3)OCO4)o2)cc1 (stereo unspecified)	0	2	i	1	-24	-1	23	0	-3	4
N/C(CC(=O)Nc1ccc(F)c(Cl)c1)=N\OC(=O)c1cccs1	11	1	i	-13	-13	-3	3	-8	3	-5
COc1ccc(C2(C(=O)c3ccccc3)C(=O)c3ccccc3C2=O)cc1	-13	2	i	8	-6	-3	5	-1	-4	-4
COc1ccc(CCNC(=O)C(=O)NCc2ccc(Cl)cc2)cc1OC	17	3	i	-2	18	-4	6	5	0	-3
Cc1ccc(S(=O)(=O)N2CCN(Cc3ccco3)CC2)cc1C	-4	-1	i	0	-12	-3	24	-7	-1	-2
O=C1Nc2ccc(Cl)cc2C12Nc1ccccc1-c1nnc(SCc3ccccc3F)nc1O2 (stereo unspecified)	-37	3	i	9	8	8	14	4	0	-4
CC(Oc1ccccc1)C(=O)Nc1nnc(S(=O)(=O)Nc2ccccc2)s1 (stereo unspecified)	16	2	i	0	-18	-5	-19	0	-5	-12
O=C(N/N=C/c1cccnc1)c1ccc([N+](=O)[O-])cc1Cl	-6	-1	i	1	-28	-1	14	2	1	-3
CCN(C(=O)CSc1nnc(-c2ccncc2)n1C)C1CCS(=O)(=O)C1 (stereo unspecified)	12	-1	i	4	-64	7	1	1	-1	-1
c1ccc(-c2nnc(SCCC3OCCCO3)o2)cc1	-111	-4	i	29	-138	19	-11	-2	0	-1
COc1cccc(NC(=O)N2CCCC2C(=O)Nc2cc(C)ccc2OC)c1 (stereo unspecified)	0	1	i	10	-17	-3	5	-10	-4	-2
COC(=O)c1nn(-c2ccc(OC)cc2)c(=O)cc1Oc1cccc(Cl)c1	-26	-3	i	2	-10	-5	13	-4	-1	-2
COc1ccc(-c2oc3ncnc(NCCCO)c3c2-c2ccc(OC)cc2)cc1	23	1	i	-11	-4	-10	-6	6	-2	-1
CCOc1ccc(N(CC(=O)NCC2CCCO2)S(=O)(=O)c2ccc(OC)c(OC)c2)cc1 (stereo unspecified)	-9	-1	i	-3	-19	-2	10	-2	2	0
O=C(CSc1nnnn1-c1ccc(Cl)c(C(=O)O)c1)NC(c1ccccc1)c1ccccc1	21	4	i	-7	-16	-4	24	0	-1	-2
S=C(c1ccc(Br)cc1)N1CCCC1	8	0	i	-9	1	-3	-3	2	-2	-2

One compound at a time, as listed above. Values in the order: aSyn UTR inh	GSK3beta inhib	PolyA inhibitor	HSF-1 act	KLF5 inh	HSF1 inhib	AI-2 QS mod	IEC-6 cytotox	HSP90 refold inh	GSK3 alpha inh
Entry for O=C(NN1C(=O)c2ccccc2NC12CCCCC2)c1ccccc1 = 1	4	i	-2	-9	-1	31	2	2	-3
Entry for CCN(C(=O)CSc1nnc(-c2ccncc2)n1C)C1CCS(=O)(=O)C1 (stereo unspecified) = 12	-1	i	4	-64	7	1	1	-1	-1
Entry for O=C(CSc1nnnn1-c1ccc(Cl)c(C(=O)O)c1)NC(c1ccccc1)c1ccccc1 = 21	4	i	-7	-16	-4	24	0	-1	-2
Entry for O=C(N/N=C/c1cccnc1)c1ccc([N+](=O)[O-])cc1Cl = -6	-1	i	1	-28	-1	14	2	1	-3
Entry for Cc1ccc(S(=O)(=O)N2CCN(Cc3ccco3)CC2)cc1C = -4	-1	i	0	-12	-3	24	-7	-1	-2

(next part)
SMILES	aSyn UTR inh	GSK3beta inhib	PolyA inhibitor	HSF-1 act	KLF5 inh	HSF1 inhib	AI-2 QS mod	IEC-6 cytotox	HSP90 refold inh	GSK3 alpha inh
CSc1nnc2c3ccccc3n(CCc3ccccc3)c2n1	14	-1	i	20	-39	10	14	46*	2	-2
Cc1ccc(C)c(OCCCC(C)(C)C(=O)O)c1	-12	7	i	-14	-16	-5	23	5	0	-6
Cc1sc(C(C2C(=O)CC(C)(C)CC2=O)C2C(=O)CC(C)(C)CC2=O)cc1[N+](=O)[O-]	-11	2	i	-21	-3	7	9	-2	-2	-2
O=C(NCCNc1ccc([N+](=O)[O-])cc1C(F)(F)F)c1ccccc1F	21	0	i	22	20	11	31	-2	-1	6
Cc1cc(C)cc(Oc2ccc(-c3nnc(-c4ccccc4)o3)cc2[N+](=O)[O-])c1	-2	4	i	-5	-20	4	40	3	-3	-1
COc1ccc(CNC(=O)CN(C)Cc2ccc(SC)cc2)cc1	-2	0	i	1	7	-1	-11	0	1	-1
CC1CCN(C(=S)c2ccc(N(C)C)cc2)CC1	-51	-3	i	13	-29	20	3	-1	-4	-2

Arranged by SMILES length (ascending): some entries from above.
SMILES	aSyn UTR inh	GSK3beta inhib	PolyA inhibitor	HSF-1 act	KLF5 inh	HSF1 inhib	AI-2 QS mod	IEC-6 cytotox	HSP90 refold inh	GSK3 alpha inh
CSc1nnc2c3ccccc3n(CCc3ccccc3)c2n1	14	-1	i	20	-39	10	14	46*	2	-2
COc1ccc(CNC(=O)CN(C)Cc2ccc(SC)cc2)cc1	-2	0	i	1	7	-1	-11	0	1	-1
O=C(NCCNc1ccc([N+](=O)[O-])cc1C(F)(F)F)c1ccccc1F	21	0	i	22	20	11	31	-2	-1	6

The list is partial, so the mix of outcomes need not match the whole.
